Screening data (PubChem)
BoNT A protease: BoNT A light chain protease inhibition; inhibition, % at 10 µM; 360,000 compounds, 0.17% hits; multiplex microsphere protease substrate cleavage, flow cytometry; in the data active = inhibition above about 30%; inconclusive = no clear call, values can overlap the other calls; note: plate controls were buffer without enzyme for full effect and enzyme alone for no effect
CCHFV vOTU inh: blocks the CCHF virus ovarian tumor domain protease. CCHFV vOTU protease, Pep-AMC fluorescence. inhibition, % at 11.5 µM. 370,000 compounds, 0.55% hits; note: 0% = vehicle wells with enzyme and 100% = no enzyme wells
BoNT F protease: BoNT F light chain protease inhibition; Multiplex microsphere protease cleavage assay, flow cytometry; inhibition, % at 10 µM; 360,000 compounds, 0.22% hits; AID 588497; in the data active = inhibition above about 35%, passing the limit was not always enough; inconclusive = no clear call, values can overlap the other calls; note: plate controls were buffer without enzyme for full effect and enzyme alone for no effect
Mtb UGM inh: blocks M. tuberculosis UGM enzyme | P9WIQ1 | purified UGM, fluorescence polarization probe displacement | inhibition, % at 10 µM | 320,000 compounds, 0.06% hits | AID 504406; in the data active = inhibition above about 10%, passing the limit was not always enough; inconclusive = no clear call, values can overlap the other calls
Target sequence (P9WIQ1 whole entry, looked up): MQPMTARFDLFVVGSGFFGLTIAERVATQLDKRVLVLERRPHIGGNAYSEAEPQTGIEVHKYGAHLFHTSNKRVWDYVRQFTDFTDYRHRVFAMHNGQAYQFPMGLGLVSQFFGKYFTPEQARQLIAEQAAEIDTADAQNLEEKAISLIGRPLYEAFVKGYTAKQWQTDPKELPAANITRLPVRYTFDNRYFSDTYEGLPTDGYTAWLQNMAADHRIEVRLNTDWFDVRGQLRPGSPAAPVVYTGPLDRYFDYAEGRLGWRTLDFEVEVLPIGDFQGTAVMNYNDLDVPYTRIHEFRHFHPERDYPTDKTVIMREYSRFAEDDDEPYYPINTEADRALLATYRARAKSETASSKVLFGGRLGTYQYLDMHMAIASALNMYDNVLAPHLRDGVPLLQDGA
PrPC surface inh: cell surface PrPC inhibition, primary TR-FRET screen | P04156 | TR-FRET read-out | inhibition, % at 13.8 µM | 370,000 compounds, 0.43% hits | AID 720596; in the data active = inhibition above about 24%; note: 0% = median of the test wells and 100% = reference compound wells
Mtb BioA inh: inhibitors of Mycobacterium tuberculosis BioA enzyme; purified M. tuberculosis BioA enzyme, plate reader; inhibition, % at 9.99 µM; 360,000 compounds, 0.096% hits; AID 602481; in the data active = inhibition above about 40%; inconclusive = no clear call, values can overlap the other calls
Mtb FBA inh: inhibitors of M. tuberculosis fructose-bisphosphate aldolase | 360,000 compounds, 2.3% hits | inhibition, % at 1 µM | P9WQA3 | purified M. tuberculosis FBA, fluorescence read-out; in the data active = inhibition above about 27%;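 note: 0% = vehicle and 100% = reference inhibitor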
Target sequence (P9WQA3 whole entry, looked up): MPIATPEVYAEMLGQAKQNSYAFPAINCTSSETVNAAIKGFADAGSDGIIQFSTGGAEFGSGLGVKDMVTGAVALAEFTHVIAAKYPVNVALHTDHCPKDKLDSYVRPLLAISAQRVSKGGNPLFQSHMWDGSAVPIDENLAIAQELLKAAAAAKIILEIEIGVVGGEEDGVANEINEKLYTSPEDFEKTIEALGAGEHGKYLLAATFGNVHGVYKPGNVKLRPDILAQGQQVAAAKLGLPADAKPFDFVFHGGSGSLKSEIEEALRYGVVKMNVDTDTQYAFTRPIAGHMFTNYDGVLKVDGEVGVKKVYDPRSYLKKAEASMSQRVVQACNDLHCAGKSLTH
GDH-TPI inh: counter-screen for M. tuberculosis FBA inhibitors: GDH-TPI coupled enzymes | GDH-TPI coupled enzyme counterscreen, NADH absorbance | inhibition, % at 4.8 µM | 360,000 compounds, 1.2% hits | AID 588335;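 note: 0% = DMSO wells and 100% = wells lacking the enzyme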
FadD28 binding: inhibitors of Mycobacterium tuberculosis FadD28 bisubstrate binding | FadD28 bisubstrate probe binding, fluorescence polarization | AID 588549 | 360,000 compounds, 0.22% hits | inhibition, % at 12.5 µM; in the data active = inhibition above about 8.5%, passing the limit was not always enough; inconclusive = no clear call, values can overlap the other calls
* marks the source's active call; other numbers are inactive results; ? = inconclusive; . = not tested or not shown. Cut-off read from the data, not from the text of the source, unless noted: active = inhibition above about 30%; inactive = the rest.

Results follow in this order: BoNT A protease, CCHFV vOTU inh, BoNT F protease, Mtb UGM inh, PrPC surface inh, Mtb BioA inh, Mtb FBA inh, GDH-TPI inh, FadD28 binding
CCCn1c(-c2cc(OC)c(OC)c(OC)c2)nc2nc3ccccc3nc21
  0.8, -2, -4, -1.4, -29, 34, 5, 17, -4.7
C/C(=N\NS(=O)(=O)c1ccc(C)c([N+](=O)[O-])c1)c1ccc2c(c1)OCO2
  -0.9, -4, -8, 0.7, 4, ., 1, 5, -0.4
CC(C)C(NC(=O)OCc1ccccc1)C(=O)NC(Cc1ccc(O)cc1)C(=O)O (configuration not stated)
  -3.7, 4, -9, -0.7, 6, -0.3, 2, -9, -0.5
COc1ccccc1CNC(=O)C1CCN(S(=O)(=O)c2c(C)noc2C)CC1
  -0.2, 0, -17, 2.2, -3, 0.3, 2, 1, -1.0
COCCNC(=O)C(OC(=O)c1ccco1)c1ccc(OC)cc1 (configuration not stated)
  2.3, -6, -11, ., 3, -0.7, -1, 0, -2.6
CCOC(=O)C1CCN(C(=O)Cn2c(=O)c3cccn3c3cccnc32)CC1
  -0.8, -9, -6, 1.0, 3, -0.5, 0, 0, -3.1
NC(=O)CNC(=O)[C@@H]1CC2(CC(c3ccc(Cl)cc3)=NO2)CN1C(=O)c1ccc(Br)cc1 (some centres not stated)
  0.4, 6, 0, 0.2, -4, 0.1, 3, 1, -0.3
CCCCn1c(N)c(N(CC(C)C)C(=O)CCCn2c(=O)oc3ccccc32)c(=O)[nH]c1=O
  3.4, 21, 1, -0.4, 4, 0.7, 5, 1, 0.4
COc1ccc(C(OC(=O)c2c(C)noc2C)C(=O)NC2CCCC2)cc1 (configuration not stated)
  -0.3, 7, -1, -2.9, -3, -1.7, 0, 6, -5.3
Cc1ccc(NC(=S)NCC(O)c2ccccc2)c(C)c1 (configuration not stated)
  -2.1, -12, ?, -0.1, 4, -1.4, 3, 6, 0.1
CCCCn1nc2cc(C(=O)NC3CCCc4ccccc43)ccc2c1OCC (configuration not stated)
  -0.6, -13, -5, 0.8, 8, -0.2, 36*, 3, -2.3
O=C1NN(c2ccccc2)C(=O)/C1=C\c1cccc(OC(=O)c2cccs2)c1
  0.1, 6, -1, 1.8, 7, -0.7, -3, 2, -1.0
CCN(CC)S(=O)(=O)c1ccc(C)c(NC(=O)Cn2cnc3cc([N+](=O)[O-])ccc3c2=O)c1
  -0.7, 3, -10, 2.8, -36, -1.4, 2, 15, -6.3
O=C(/C=C/c1ccc([N+](=O)[O-])cc1)NCc1cccs1
  0.1, 6, -8, -1.6, -49, 2.4, 2, 16, -2.6
CCN(CC)S(=O)(=O)c1ccc(N2CCOCC2)c(NC(=O)COc2ccc(C#N)cc2)c1
  2.4, 2, -6, ., 6, 0.1, 7, 12, -0.9
Cc1ccc(O)c(-n2nc3ccccc3n2)c1
  0.3, -4, -6, 4.9, -1, ., 1, 9, -1.2
O=C(Nc1c(-c2ccccc2)nc2ccccn12)c1ccccc1
  0.0, 14, -18, -1.6, 2, 1.4, -1, 1, 0.1
O=C(Nc1nnc(S(=O)(=O)Cc2ccc(F)cc2)s1)c1ccccc1F
  -1.2, 11, 2, 3.7, 1, -1.5, 1, 19, -1.4
CC(C)C(O)(C#CCN1CCCCC1)C(C)C
  -0.8, -6, -4, -0.8, -9, ., 1, 5, -0.6
CCC(=O)Oc1ccc2oc(=O)cc(C)c2c1
  0.8, -5, 5, -0.2, 9, -0.8, 1, -1, -3.2
O=[N+]([O-])c1ccc(NN=Cc2cccc3ccccc23)cc1
  2.4, 11, 5, ., 0, 1.5, 4, 12, -0.3
CCOC(=O)N1CCN(C(=O)CN2C(=O)COc3ccc(S(=O)(=O)N4CCOCC4)cc32)CC1
  -1.3, 10, 5, -1.0, 5, -3.1, 8, 5, 2.5
O=C(/C=C/c1ccccc1)N1CCN(S(=O)(=O)c2ccc(F)cc2)CC1
  -0.7, -13, 0, -0.2, 5, ., -2, -2, -5.4
CCN(CC)S(=O)(=O)c1cc(NC(=O)CN2C(=O)NC3(CCCc4ccccc43)C2=O)ccc1C (configuration not stated)
  -0.1, 11, -10, 0.9, -6, ., -1, 1, -0.3
CN(C(=O)COC(=O)c1ccc(=O)n(Cc2ccccc2)n1)C1CCS(=O)(=O)C1 (configuration not stated)
  3.5, -2, 10, -3.4, -2, 0.1, 8, 7, 0.0
O=C(Nc1nnc(CCN2CCCCC2)s1)c1ccccc1
  -1.7, 14, -8, 0.7, -2, -0.1, 3, -5, -1.5
O=C(NCCN1CCCCC1)c1ccc(=O)oc1
  -0.4, 10, -4, -1.3, -10, -1.9, 9, 27, -0.6
Cc1nc2ccccc2c(C(=O)O)c1-c1ccccn1
  0.0, 4, -2, ., 0, -1.3, -2, -7, -4.3
Cn1nccc1NC(=O)CSCC(=O)O
  -0.2, -5, 4, 0.2, 4, ., -1, 2, -3.5
COCCNC(=O)CS(=O)Cc1nc(-c2ccccc2C)oc1C (configuration not stated)
  0.0, -6, -2, 1.0, 4, 0.2, 0, 11, -1.8

The last 2 entries of the part above are carried over, then new ones follow:
Results follow in this order: BoNT A protease, CCHFV vOTU inh, BoNT F protease, Mtb UGM inh, PrPC surface inh, Mtb BioA inh, Mtb FBA inh, GDH-TPI inh, FadD28 binding
Cn1nccc1NC(=O)CSCC(=O)O
  -0.2, -5, 4, 0.2, 4, ., -1, 2, -3.5
COCCNC(=O)CS(=O)Cc1nc(-c2ccccc2C)oc1C (configuration not stated)
  0.0, -6, -2, 1.0, 4, 0.2, 0, 11, -1.8
CC(C)OC(=O)c1c(NC(=O)c2cnn3c2NC(c2ccccc2)CC3C(F)(F)F)sc2c1CCCC2 (configuration not stated)
  0.0, 9, -15, 2.5, -12, -3.5, 3, 7, -4.2
COc1ccccc1N1CCN(C(=O)Cn2nnc(-c3ccncc3)n2)CC1
  -0.3, -1, -10, -1.8, 1, -0.7, -4, 6, -2.4
Cc1cccc(C)c1NC(=S)N/N=C/c1ccccc1C(=O)O
  -0.9, -8, 10, -2.7, 12, -0.4, 0, 6, -0.4
CCn1c(/C=C/N(C)c2ccccc2)[n+](CC)c2ccc(Cl)cc21
  0.3, -15, -15, 4.0, -2, 0.0, -8, 11, -2.3
CCOc1ccc(N(CC(=O)NCc2ccc(F)cc2)C(=O)CCC(=O)Nc2nccs2)cc1
  -2.7, -1, -19, -2.1, 6, -0.7, 1, -4, -0.8
COc1ccc(CCNC(=O)c2cccc(S(=O)(=O)N3CCc4ccccc4C3)c2)cc1
  0.2, 6, 2, -0.7, -3, 2.4, 4, 5, -0.3
CN1CCN(c2ccc(Cl)cc2NC(=O)c2cc(=O)[nH]c3ccccc23)CC1
  ., -1, ., -1.1, -5, 0.7, -3, 2, -1.4
COc1cccc(F)c1C(=O)NC(=O)Nc1ccc2nc(C)oc2c1
  0.3, ., ?, -0.5, ., -3.6, 2, -9, -1.0
S=C1NCN(Cc2cccnc2)CN1c1cccc(Cl)c1
  -8.0, -13, -19, -0.7, -3, -1.3, 3, -2, 0.9
CS(=O)(=O)c1ccc(Cl)c(NC(=O)COC(=O)CNC(=O)c2sc3ccccc3c2Cl)c1
  -4.4, -7, 20, -0.6, -4, -1.5, 2, -5, -2.4
CC(=O)Nc1ccc(N(C)C)cc1[N+](=O)[O-]
  -1.0, -8, -5, -0.9, -12, 0.4, -9, 14, -1.2
C=C(C)COc1ccc(-c2ncnc(C(F)(F)F)c2-c2ccccc2)c(O)c1
  1.0, -3, -6, -2.7, -1, -0.9, -2, 5, .
CC(c1nnc(SCC(=O)Nc2cc([N+](=O)[O-])ccc2F)n1Cc1ccccc1)N(C)C (configuration not stated)
  -0.4, 12, -2, -1.5, -19, 0.6, -1, -4, -2.8
COC(=O)c1c(NC(=O)/C=C/C(=O)O)sc(C)c1-c1ccc(C)c(C)c1
  -0.7, 17, 1, -0.4, 18, ., 0, 21, -4.7
Cc1ccccc1CNC(=O)C1CCC(=O)N(C2CC2)C1 (configuration not stated)
  -0.6, -1, 1, -2.7, 2, -1.6, 1, -5, -2.8
CCc1ccc(NC(=O)/C(C#N)=C\c2ccc(OC)c(C(=O)O)c2)cc1
  0.5, 4, -4, 2.3, 1, ., -5, 20, -1.4
COc1ccc(C2/C(=C(/O)c3ccc4c(c3)CC(C)O4)C(=O)C(=O)N2CCN2CCOCC2)cc1 (configuration not stated)
  -0.7, 0, 7, -2.4, 5, 0.1, -1, 21, -0.1
CCOc1ccc(N2CC(C(=O)N/N=C/c3sccc3C)CC2=O)cc1 (configuration not stated)
  -0.2, 8, 0, -3.3, 2, ., -1, 2, -2.3
Cc1ccc(/C=N/n2c(C3CCCCC3)n[nH]c2=S)cc1
  -3.4, 17, ?, 3.1, 6, -1.1, 2, 1, .
NC1=C(c2ccc(F)cc2)C(=O)CS1
  0.2, -7, 16, -2.6, -10, 0.7, 0, 9, -3.2
O=C(Nc1ccc(F)cc1)N1CCn2c(nc3ccccc32)C1
  -0.1, 0, -3, -4.9, 2, 19, -4, -11, -2.8
CCc1ccccc1Nc1ccc(C(=O)O)cc1N
  0.7, -5, -25, 1.8, -1, 2.0, 14, -7, 4.9
O=C(CSc1n[nH]c(-c2ccco2)n1)Nc1ccccc1
  -1.4, -4, 6, 3.8, 7, -0.3, 1, -3, -1.7
O=c1c2ccccc2cnn1Cc1n[nH]c(=S)n1-c1ccccc1
  -0.3, -8, 1, -0.5, -1, -1.0, 0, 4, -2.2
C[N+](C)(C)CCOC(=O)CBr
  0.1, 4, -5, -2.1, -8, 0.0, -4, -4, -2.7
Cc1cc(C)c(C)c(OCCOCCN2CCN(C)CC2)c1
  0.9, -2, 3, -0.3, -6, ., -1, 1, 1.1
Cc1nc2nc(SCC(=O)C(C)(C)C)[nH]c2cc1Br
  0.3, 13, 6, 0.7, -2, -0.9, -2, 6, -5.9
Cc1cc(C)cc(-n2c(C)cc(/C=N/NC(=O)CSc3ncccn3)c2C)c1
  0.1, 4, -2, 1.7, 1, 1.0, -1, 7, -1.0
COc1ccc(-n2c(=O)[nH]cc(C(=O)Nc3ccc(NC(C)=O)cc3)c2=O)cc1
  1.7, 1, 9, -1.5, 2, -2.2, -1, 27, 0.4
CCO/C=C/C(O)(CNC(=O)COc1ccccc1F)C(F)(F)F (configuration not stated)
  -0.9, -7, -7, 0.2, -5, -1.4, 3, 9, 1.3
COc1ccc(CCNC(=O)C2CC(=O)N(C3CCCCCCC3)C2)cc1OC (configuration not stated)
  -3.1, 0, -3, 0.0, 12, -3.5, -1, -2, 0.3
Cc1ccc2c(Cl)cc(Cl)c(OCC(=O)N3CCCC3)c2n1
  -0.4, -6, -4, -0.3, 0, ., 4, 0, -2.1
CCCCN(C)C(=O)c1ccc(CS(=O)(=O)c2ccccc2C)o1
  -0.4, 8, 2, 0.1, 6, -0.1, 0, 5, 1.8
O=C(CCNC(=O)c1ccc([N+](=O)[O-])cc1)Nc1ccc(Cl)c(S(=O)(=O)N2CCOCC2)c1
  -0.5, 4, -6, 1.2, -29, 1.2, 1, 2, -2.4
CCN1C(=O)C(=O)c2cc(C)ccc21
  -0.7, -4, -5, -2.0, 0, 1.3, 3, 0, -1.9
Cc1ccc(C(=O)NNC(=O)C2CC2)cc1Br
  2.7, -8, 4, -1.0, -4, -1.9, -2, 4, -0.5
Fc1ccccc1CSc1ccc(-c2ccco2)nn1
  1.1, -3, 0, -0.8, 13, ., 4, 7, 0.8
CCNC(=S)N/N=C/c1cccc(/C=N/NC(=S)NCC)c1
  -1.5, 9, -6, 2.8, -2, ., -1, 5, -0.4
Cn1nnc2c(sc3nc(N4CCOCC4)c4c(c32)CCCC4)c1=O
  0.6, ., -2, 1.0, ., 7.4, -11, -1, -1.4
O=C(COC(=O)c1cnccn1)Nc1c(Cl)cc(Cl)cc1Cl
  0.7, -4, -5, ., 9, -2.7, 2, 11, -0.3
O=C(C1CCCN(c2ncnc3c2nc2n3CCCCC2)C1)N1CCN(c2ccc(Cl)cc2)CC1 (configuration not stated)
  -3.0, 17, 2, 0.7, 7, -1.4, 3, -1, -1.3
Cc1ccc(S(=O)(=O)NCCc2nnc3ccc(SCc4cccnc4)nn23)cc1
  0.5, -11, 0, -2.8, 3, ., 1, -1, -0.2

An unsorted share of the library, and some 4.8% of all compounds hit somewhere here.
